Screens from PubChem BioAssay.
SRC2 TRFRET art = flags TR-FRET format artefacts in PPARgamma SRC-2 recruitment agonist screen. TR-FRET artefact counter-screen; stronger effect = higher value. TR-FRET ratio at 8 µM. 0.4% of 200,000 active. AID 1049; in the data active = TR-FRET ratio above about 2000; also: inactives centre near 1500
S1P3 antagonist = S1P3 (human) receptor antagonism; CHO S1P3 NFAT-BLA reporter, FRET fluorescence, antagonist mode; inhibition, % at 4.98 µM; 0.27% of 170,000 active; AID 485;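 active = inhibition above the plate cutoff, the mean inhibition of test wells on that plate plus 3 SD, cut at about 28% in these data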;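 also: cells challenged with S1P at its EC80 of 0.8 µM; blue over green emission ratio from cleaved BLA substrate after 4 h stimulation; 0% = S1P-stimulated wells and 100% = unstimulated DMSO-only wells; some compounds past the cut are filed as inactive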
Target sequence (Q99500 whole entry, looked up): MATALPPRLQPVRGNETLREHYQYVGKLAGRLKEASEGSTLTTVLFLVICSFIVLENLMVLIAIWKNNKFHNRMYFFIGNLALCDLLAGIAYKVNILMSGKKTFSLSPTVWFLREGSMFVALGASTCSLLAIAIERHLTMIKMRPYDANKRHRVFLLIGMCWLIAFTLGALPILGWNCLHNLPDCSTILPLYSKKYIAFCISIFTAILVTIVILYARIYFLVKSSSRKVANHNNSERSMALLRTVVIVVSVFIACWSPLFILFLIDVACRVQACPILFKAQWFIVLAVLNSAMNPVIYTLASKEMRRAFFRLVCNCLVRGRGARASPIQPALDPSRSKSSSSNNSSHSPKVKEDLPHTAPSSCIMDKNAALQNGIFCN
PPARg SRC2 recr = promotes SRC-2 coactivator recruitment by human PPARgamma; 0.34% of 200,000 active; P37231; activation, % at 8 µM; PPARgamma LBD-SRC-2 recruitment, biochemical; in the data active = activation above about 22%;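 also: 0% = vehicle and 100% = reference agonist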
ROMK primary = modulators of human ROMK potassium channel | P48048 | Tet-inducible ROMK, thallium flux fluorescence; actives lie on both sides | B-score at 10 µM | 2% of 130,000 active;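 active = signal ratio slope over the read window, or its plate-corrected B-score, at least 3 SD from the plate mean, either direction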;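 also: B-score of the F/F0 ratio slope over 7 to 12 s after thallium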
Target sequence (P48048 whole entry, looked up): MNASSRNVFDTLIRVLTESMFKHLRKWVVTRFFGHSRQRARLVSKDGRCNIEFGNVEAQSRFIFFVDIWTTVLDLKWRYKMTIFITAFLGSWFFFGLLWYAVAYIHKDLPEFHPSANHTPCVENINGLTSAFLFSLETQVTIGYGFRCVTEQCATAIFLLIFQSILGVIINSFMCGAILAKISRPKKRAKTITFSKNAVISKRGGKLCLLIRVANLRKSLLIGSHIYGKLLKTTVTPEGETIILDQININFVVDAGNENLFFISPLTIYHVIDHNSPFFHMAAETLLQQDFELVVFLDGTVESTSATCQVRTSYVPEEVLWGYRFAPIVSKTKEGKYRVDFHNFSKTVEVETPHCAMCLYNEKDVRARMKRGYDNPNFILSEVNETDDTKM
PPARg SRC-1 ag = PPARgamma-driven SRC-1 recruitment agonism. PPARgamma-SRC-1 coactivator recruitment biochemical assay. activation, % at 8 µM. P37231. 0.41% of 200,000 active; in the data active = activation above about 19%;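 also: 0% = DMSO and 100% = reference agonist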
Redox H2O2 prof = compounds producing H2O2 with reducing agent – biochemical, NIH compound library profiling, artefact control for MLSCN library redox annotation, primary screen; 0.03% of 200,000 active; AID 878; activation, % at 10 µM; DTT-dependent redox cycling H2O2, phenol red/HRP absorbance; 100% = 100 µM peroxide control, 0% = buffer;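 active = activation of at least 50% relative to the plate's high and low controls in the primary single-dose screen; inactive = activation below 50%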;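 also: compound incubated with DTT at 0.8 mM final as the reducing agent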
PPARg SRC3 recr = agonists of human PPARgamma SRC-3 coactivator recruitment; activation, % at 8 µM; 0.26% of 200,000 active; biochemical PPARgamma/SRC-3 coactivator recruitment assay; AID 731; in the data active = activation above about 23%;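 also: 0% = DMSO and 100% = reference agonist; some compounds past the cut are filed as inactive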
L major viab = inhibitors of Leishmania major promastigote growth; Leishmania major promastigotes, resazurin fluorescence viability; inhibition, % at 10 µM; 9% of 200,000 active; AID 1063; in the data active = inhibition above about 50%;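 also: promastigotes grown with compound for 44 hours at 28 °C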
bIAP inh = intestinal alkaline phosphatase (bovine) inhibition | purified bovine IAP, CDP-star luminescence, 30 min | inhibition, % at 20 µM | 190,000 tested, under 10 active;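 active = over 50% inhibition of intestinal alkaline phosphatase at 20 µM in the single-dose screen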
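test system = bovine IAP enzyme | medium = DEA buffer 100 mM, pH 9.8, with MgCl2 1.0 mM, ZnCl2 0.02 mM | detection = luminescence | dosing = single compound dose of 20 µM, 2% DMSO final | incubation = 30 min reaction at room temperature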
RAM network inh = yeast RAM network inhibition. S. cerevisiae dse1pr::URA3 reporter, 5-FOA growth OD615, 2 d; analog-sensitive cbk1-as2 kinase mutant strain. inhibition, % at 50 µM. 1.8% of 190,000 active;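 active = inhibition above a set limit, 3 SD over mean compound inhibition, cut at about 8.4% in these data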;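 also: 0% = DMSO-only wells with no growth and 100% = 10 µM 1-NA-PP1 full growth; inhibition rescues growth on 5-FOA so higher OD means more RAM inhibition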
Efa HMGR inh = blocks class II HMG-CoA reductase of Enterococcus faecalis; purified E. faecalis HMGR, NADPH absorbance 340 nm kinetic; inhibition, % at 10 µM; 0.41% of 190,000 active;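 active = inhibition above a set limit, the median over all tested compounds plus 3 SD, cut at about 9.5% in these data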;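 also: enzyme runs in reverse so mevalonate oxidation gives rising NADPH absorbance; 0% = complete reaction with DMSO and 100% = background rate lacking mevalonate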
Active calls of the source: *; · = no result given.

1: O=C(Cn1nc(C(F)(F)F)c2c1CCCC2)N1CCOCC1
2: O=C(Nc1ccccc1C(=O)N1CCOCC1)c1ccc([N+](=O)[O-])cc1
3: Cc1ccc(-n2nc(-c3ccc(N)cc3)cc2N)cc1
4: CCOC(=O)/C=C1\SCC(=O)N1CC(=O)Nc1ccccc1OC(F)F
5: CCOc1ccc(NC(=S)Nc2ccccc2C2CC2)cc1
6: CC(=O)c1cccc(NC(=O)NCc2ccccn2)c1
7: Nc1cc(=O)nc(SCC(=O)Nc2ccccc2Cl)n1-c1ccccc1
8: C(=N\Nc1ccc(-n2ccnc2)nn1)/c1ccccc1
9: O=C(CN1C(=O)C2CCCCC2C1=O)N1CCN(c2ccccc2)CC1 (stereo not drawn)
10: COc1ccc(S(=O)(=O)N2CCN(S(=O)(=O)c3ccc(C(F)(F)F)cc3)CC2)cc1C
Compound	1	2	3	4	5	6	7	8	9	10
SRC2 TRFRET art	1669	1504	1700	1796	1533	1502	1700	1463	1556	1354
S1P3 antagonist	-9	-8	11	4	-12	-2	-16	·	-13	3
PPARg SRC2 recr	-4	6	-3	6	4	10	5	-7	0	-3
ROMK primary	-0.62	0.044	·	·	-0.16	0.95	1	0.48	0.75	-0.24
PPARg SRC-1 ag	10	0	7	5	0	5	3	-2	-2	-8
Redox H2O2 prof	-0.3	-0.7	-0.2	1.5	0.8	1.0	-0.6	-1.5	-0.7	0.4
PPARg SRC3 recr	3	-2	2	5	2	-5	5	-10	3	4
L major viab	-3	-6	-6	5	11	-5	-8	-1	-2	7
bIAP inh	-7	-13	4	-9	0	-4	-4	-6	-2	1
RAM network inh	1.5	0.4	0.7	2.8	3.0	1.5	2.0	-0.4	1.2	5.1
Efa HMGR inh	-3	0	2	-7	-3	-5	-3	2	4	-7

11: COc1ccc(OC)c(N(CC(=O)N2CCC(C)CC2)S(=O)(=O)c2ccccc2)c1
12: O=C(COc1ccc(/C=N/NS(=O)(=O)c2ccccc2)cc1)Nc1cccc(Cl)c1
13: COCCn1c(SCC(=O)c2ccccc2)nc2ccccc2c1=O
14: Cc1nc(CSc2nc3[nH]ncc3c(=O)n2-c2ccccc2)cs1
15: CCCN(CCC)C(=O)c1c(NC(=O)CC)sc2c1CCCCC2
16: Cc1ccc(NCc2nnc(SCC(=O)Nc3cccc(O)c3)n2CC2CCCO2)c(C)c1 (stereo not drawn)
17: N#CCN1C(=O)C2CCCN2c2ccc(S(=O)(=O)N3CCOCC3)cc21 (stereo not drawn)
18: CCOC(=O)c1cc(-c2cccs2)nc2c1c(C)nn2-c1ccccn1
19: O=C(CNC(=O)c1ccccc1)NCC(=O)OCc1ccc(Cl)cc1
20: CC(C)CNC(=O)COC(=O)c1ccc([N+](=O)[O-])cc1Cl
Compound	11	12	13	14	15	16	17	18	19	20
SRC2 TRFRET art	1549	1652	1656	1589	1527	1384	1515	1667	1742	1515
S1P3 antagonist	·	·	-6	-17	·	-31	-13	-4	·	9
PPARg SRC2 recr	-2	-6	12	0	6	-7	4	10	0	1
ROMK primary	·	·	-0.79	-0.55	0.014	·	-0.42	-0.023	·	0.23
PPARg SRC-1 ag	11	-8	14	-1	-1	-2	7	6	0	-1
Redox H2O2 prof	1.5	1.5	-1.6	0.2	0.1	-2.7	-1.4	-0.4	-3.8	-0.1
PPARg SRC3 recr	4	8	4	-2	4	-5	1	3	-3	-3
L major viab	8	8	40	20	-3	19	-2	38	-5	-7
bIAP inh	-10	11	1	-8	-1	-4	-12	-3	0	16
RAM network inh	-0.8	3.4	9.8*	-0.9	-0.4	2.1	-0.1	0.7	2.6	0.8
Efa HMGR inh	-2	0	-7	-1	-8	0	0	-3	-2	-4

Some of these compounds in order of formula weight, low to high:
8: C(=N\Nc1ccc(-n2ccnc2)nn1)/c1ccccc1
1: O=C(Cn1nc(C(F)(F)F)c2c1CCCC2)N1CCOCC1
2: O=C(Nc1ccccc1C(=O)N1CCOCC1)c1ccc([N+](=O)[O-])cc1
19: O=C(CNC(=O)c1ccccc1)NCC(=O)OCc1ccc(Cl)cc1
18: CCOC(=O)c1cc(-c2cccs2)nc2c1c(C)nn2-c1ccccn1
4: CCOC(=O)/C=C1\SCC(=O)N1CC(=O)Nc1ccccc1OC(F)F
7: Nc1cc(=O)nc(SCC(=O)Nc2ccccc2Cl)n1-c1ccccc1
11: COc1ccc(OC)c(N(CC(=O)N2CCC(C)CC2)S(=O)(=O)c2ccccc2)c1
12: O=C(COc1ccc(/C=N/NS(=O)(=O)c2ccccc2)cc1)Nc1cccc(Cl)c1
16: Cc1ccc(NCc2nnc(SCC(=O)Nc3cccc(O)c3)n2CC2CCCO2)c(C)c1 (stereo not drawn)
Compound	8	1	2	19	18	4	7	11	12	16
SRC2 TRFRET art	1463	1669	1504	1742	1667	1796	1700	1549	1652	1384
S1P3 antagonist	·	-9	-8	·	-4	4	-16	·	·	-31
PPARg SRC2 recr	-7	-4	6	0	10	6	5	-2	-6	-7
ROMK primary	0.48	-0.62	0.044	·	-0.023	·	1	·	·	·
PPARg SRC-1 ag	-2	10	0	0	6	5	3	11	-8	-2
Redox H2O2 prof	-1.5	-0.3	-0.7	-3.8	-0.4	1.5	-0.6	1.5	1.5	-2.7
PPARg SRC3 recr	-10	3	-2	-3	3	5	5	4	8	-5
L major viab	-1	-3	-6	-5	38	5	-8	8	8	19
bIAP inh	-6	-7	-13	0	-3	-9	-4	-10	11	-4
RAM network inh	-0.4	1.5	0.4	2.6	0.7	2.8	2.0	-0.8	3.4	2.1
Efa HMGR inh	2	-3	0	-2	-3	-7	-3	-2	0	0

(cont.)
21: O=C(NN=C1CCCC1)C1COc2ccccc2O1 (stereo not drawn)
22: CN(CCCCCNC(=O)/C=N/O)Cc1ccccc1
23: CC(=O)Nc1ccc(OCC(O)Cn2c(C(C)C)nc3ccccc32)cc1 (stereo not drawn)
24: Cc1ccc(NC(=O)CN2C(=O)S/C(=C\c3cc(C)n(-c4ccc(C(=O)O)cc4)c3C)C2=O)cc1
25: Nc1cc(=O)[nH]c(SCC(=O)Nc2nc3ccc([N+](=O)[O-])cc3s2)n1
26: CC1(C)CC(CCNC(=O)c2ccc(-n3cnnn3)cc2)CC(C)(C)N1
27: CCNC(=O)NC(=O)COC(=O)CCCc1nc2ccccc2s1
28: Brc1cccc(OCCCN2CCCCCC2)c1
29: CC(C)Sc1nc(N)nc(-c2cccs2)c1C#N
30: O=C(NCCNS(=O)(=O)c1ccc(Cl)cc1)c1cc(OCC(F)(F)F)ccc1OCC(F)(F)F
Compound	21	22	23	24	25	26	27	28	29	30
SRC2 TRFRET art	1616	1523	1688	1681	1900	1438	1705	1596	1951	1457
S1P3 antagonist	-7	0	-23	-18	-8	36	-6	-6	·	·
PPARg SRC2 recr	5	-5	0	-2	8	0	8	-3	4	7
ROMK primary	-0.12	1.1	0.58	-0.3	1.8	·	0.11	0.074	·	·
PPARg SRC-1 ag	4	-1	7	14	4	-2	-3	2	5	-1
Redox H2O2 prof	-1.9	0.6	-0.8	-0.1	0.5	1.7	-1.5	0.1	2.4	1.9
PPARg SRC3 recr	0	-1	4	5	1	-5	6	-1	20	-1
L major viab	-3	-3	2	-2	-6	-5	-3	96*	4	0
bIAP inh	-1	0	-11	-9	2	10	-8	-22	20	2
RAM network inh	1.9	0.0	0.5	4.7	2.2	-0.3	4.5	0.9	3.4	6.4
Efa HMGR inh	-5	0	11*	0	-4	-1	3	-6	-1	1

31: CCOC(=O)CSc1nnc(CNC(=O)c2cccs2)n1-c1cccc(C)c1
32: COC(=O)Cn1c(CN2CCC(Cc3ccccc3)CC2)nc2c1c(=O)n(C)c(=O)n2C
33: CCOc1ccc(C(=O)N2CCN(c3ccccc3)CC2)cc1
34: O=C(CC1C(=O)NCCN1Cc1ccc(F)c(F)c1)NCCCn1ccnc1 (stereo not drawn)
35: O=C1CC(N2CCC(c3nc4ccccc4[nH]3)CC2)C(=O)N1c1cccc(F)c1 (stereo not drawn)
36: COC(=O)c1cn(NC(=O)/C=C/c2cc(OC)ccc2OC)c(=O)c2ccccc12
37: Fc1cccc(C2NN=C(c3ccccc3)S2)c1 (stereo not drawn)
38: CCn1c(CNc2ccc(Cl)cc2)nnc1SCc1ccc(C)cc1
39: CC1CCCCN1C(=O)Cn1cnc2c1c(=O)n(C)c(=O)n2C (stereo not drawn)
40: CC(NC(=O)NC(=O)c1ccc(Cl)cc1Cl)C1CC1 (stereo not drawn)
Compound	31	32	33	34	35	36	37	38	39	40
SRC2 TRFRET art	1631	1390	1818	1454	1449	1617	1597	1522	1521	1681
S1P3 antagonist	11	3	-13	-1	-2	-4	11	·	-23	-15
PPARg SRC2 recr	6	11	8	5	6	12	2	5	1	10
ROMK primary	·	·	1.7	-0.56	1.2	0.57	-0.64	·	0.26	-0.64
PPARg SRC-1 ag	-1	-3	4	5	4	4	7	1	-1	3
Redox H2O2 prof	0.9	2.0	-1.3	-0.7	-2.1	-0.4	-0.5	0.5	-1.0	-0.2
PPARg SRC3 recr	4	12	0	-2	3	0	11	-2	1	4
L major viab	-6	-2	0	-3	-4	-5	-5	16	0	7
bIAP inh	6	-12	14	-19	-18	-2	1	20	3	3
RAM network inh	0.6	0.4	1.4	0.9	0.3	3.1	2.3	-0.4	0.4	0.8
Efa HMGR inh	2	-9	3	-5	-5	1	-3	-1	-4	-4
